# Mcl1-Noxa inh: disrupts binding of human Mcl-1 to Noxa peptide | TR-FRET Mcl-1/Noxa peptide binding, 2 h | inhibition, % at 21.7 µM | 220,000 tested, 1.5% active;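 active means compounds that cut the protein-peptide binding signal by more than 50% relative to plate controls in a single-dose test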;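 further: His-tagged Mcl-1 with rhodamine Noxa BH3 peptide and terbium anti-His antibody; 0% = Mcl-1 plus Noxa peptide wells and 100% = peptide-only wells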
# Rac1 mut GTP: alters GTP binding to activated mutant human Rac1. 190,000 tested, 0.11% active. P63000. GST-Rac1 activated beads, fluorescent GTP binding, flow cytometry; actives lie on both sides; 100% means binding = to untreated wells. percent activity (GTP binding), % at 10 µM;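 active means GTP binding at least 20 percentage points away from the 100% baseline, in either direction, so actives lie on both sides; inconclusive means Compound likely fluorescent itself, or too few beads counted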
# Pf gametocyte: kills late stage P. falciparum gametocytes; inhibition, % at 10.9 µM; 150,000 tested, 0.065% active; P. falciparum stage V gametocytes, ATP luminescence, 24 h;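 active means inhibition above the mean plus 3 SD of compounds within the control limits, set per campaign, cut at about 38% in these data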;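 further: 0% = DMSO wells and 100% = medium only without gametocytes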
# Rab2A wt mod: changes GTP binding to wildtype dog Rab2A, up or down. GTP binding activity, % at 10 µM. AID 760. 190,000 tested, 0.19% active. GST-Rab2 wt beads, Bodipy-GTP binding, flow cytometry. P61105;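 active means GTP binding activity at least 20 points away from 100%, either lowered or raised; inconclusive means signal likely due to the compound's own green fluorescence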;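 further: 0% = beads with excess unlabeled GTP and 100% = no-compound control corrected for plate trend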
# Avidin bead fluor: avidin bead compound fluorescence profile; 220,000 tested, 0.38% active; fluorescence (KMESF) at 10 µM; AID 1775; Avidin beads, compound fluorescence 488/530 nm, flow cytometry; hits give high values; in the data active means fluorescence above about 47; further: inactives centre near 10
# ABCG2 block: blocks JC-1 efflux by human ABCG2 transporter; Q9UNQ0; IgMXP3 cells, flow cytometry; inhibition, % at 6.6 µM; 190,000 tested, 0.1% active;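 active means inhibition above 80%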;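 further: 0% = DMSO and 100% = nicardipine control wells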
# Target sequence (Q9UNQ0 whole entry, looked up): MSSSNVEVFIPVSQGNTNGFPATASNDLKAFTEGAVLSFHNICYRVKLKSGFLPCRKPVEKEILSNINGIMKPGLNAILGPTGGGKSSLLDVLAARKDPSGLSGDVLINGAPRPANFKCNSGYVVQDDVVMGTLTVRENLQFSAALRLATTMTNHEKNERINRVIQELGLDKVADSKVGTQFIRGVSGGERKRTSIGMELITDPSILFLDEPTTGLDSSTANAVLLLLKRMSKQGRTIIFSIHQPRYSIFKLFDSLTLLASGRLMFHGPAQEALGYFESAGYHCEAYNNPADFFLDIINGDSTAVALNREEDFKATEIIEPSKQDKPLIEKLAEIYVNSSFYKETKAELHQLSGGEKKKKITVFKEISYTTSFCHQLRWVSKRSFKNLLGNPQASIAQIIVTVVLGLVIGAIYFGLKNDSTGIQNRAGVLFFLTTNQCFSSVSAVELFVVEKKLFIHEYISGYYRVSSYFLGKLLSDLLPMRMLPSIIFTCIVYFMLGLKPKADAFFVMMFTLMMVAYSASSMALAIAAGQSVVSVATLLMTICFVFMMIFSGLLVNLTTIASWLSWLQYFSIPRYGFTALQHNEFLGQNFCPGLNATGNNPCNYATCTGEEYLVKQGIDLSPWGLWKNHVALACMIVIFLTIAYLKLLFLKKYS
#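 Test system: IgMXP3 (ABCG2) plus far-red-tagged CCRF-Adr (ABCB1) cells. Reagent: JC-1 dye as substrate. Timing: 10 min exposure at 25 °C with rotation, no wash. Measured by: flow cytometric JC-1 green MFI at 530 nm. Read-out: percent efflux inhibition, scaled nicardipine 100% to DMSO 0%. Control set: nicardipine and DMSO wells.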
# Rac1 wt modul: human Rac1 wildtype GTP binding, inhibitors and activators; P63000; 190,000 tested, 0.27% active; GST-Rac1 beads, fluorescent GTP binding, flow cytometry; actives lie on both sides; 0 = cold GTP competed, 100 = untreated; GTP binding activity (% of control), % at 10 µM;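 active means GTP binding activity at least 20 points away from the 100% control level, either lower or higher; inconclusive means compound flagged as likely green fluorescent, judged across all proteins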
# HRas wt GTP: modulators of GTP binding to human HRas wildtype | GST-Ras wt beads, Bodipy-FL-GTP binding, flow cytometry; actives lie on both sides | GTP binding activity, % at 10 µM | P01112 | 190,000 tested, 0.14% active;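 active means GTP binding activity at least 20% away from the 100% baseline, either lowered as inhibitor or raised as activator; inconclusive means flagged as likely green fluorescent, judged across all proteins in the well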;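 further: 0% = unlabeled GTP competition control and 100% = no-compound control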
# Target sequence (P01112 whole entry, looked up): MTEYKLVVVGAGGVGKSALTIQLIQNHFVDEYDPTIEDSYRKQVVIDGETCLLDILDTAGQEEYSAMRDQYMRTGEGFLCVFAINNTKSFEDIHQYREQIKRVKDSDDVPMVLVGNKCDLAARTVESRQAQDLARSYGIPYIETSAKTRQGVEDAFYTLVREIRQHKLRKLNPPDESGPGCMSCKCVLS
# Cdc42 wt: human Cdc42 wildtype GTP binding change, either direction; 190,000 tested, 0.2% active; percent activity (GTP binding), % at 10 µM; P60953; GST-Cdc42 beads, Bodipy-GTP binding, flow cytometry; actives lie on both sides; AID 761;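 active means percent activity GTP binding at least 20 points away from the 100% baseline, either down as inhibitor or up as activator; inconclusive means compound flagged as likely green fluorescent from well-wide comparison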;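 further: median bead fluorescence of bound Bodipy-FL-GTP at 100 nM; 0% = excess unlabeled GTP control and 100% = no compound control; below 100% means less GTP binding so inhibitor and above means activator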
# Target sequence (P60953 whole entry, looked up): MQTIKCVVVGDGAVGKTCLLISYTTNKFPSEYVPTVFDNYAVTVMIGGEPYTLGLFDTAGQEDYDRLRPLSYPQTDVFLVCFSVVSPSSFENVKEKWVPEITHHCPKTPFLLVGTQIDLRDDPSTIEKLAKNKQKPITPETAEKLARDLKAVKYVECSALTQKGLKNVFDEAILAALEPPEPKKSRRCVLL
# Rab7 wt GTP bind: modulators of GTP binding to dog Rab7 wildtype GTPase | GTP binding activity (percent of control), % at 10 µM | GST-Rab7 beads, fluorescent GTP binding, flow cytometry; actives lie on both sides; untreated = 100%, excess cold GTP = 0% | 190,000 tested, 0.055% active;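 active means fluorescent GTP binding to Rab7 beads changed by at least 20 points from the 100% baseline, either direction, mostly lower; inconclusive means compound itself probably fluorescent, or too few beads counted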;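 further: median green fluorescence of bound Bodipy-FL-GTP per Rab7 bead population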
# ABCB1 inh: human ABCB1 inhibition, ABCG2 as counter-screen; CCRF-Adr cells, JC-1 efflux, flow cytometry; AID 1326; 190,000 tested, 0.067% active; P08183; inhibition, % at 6.6 µM; in the data active means inhibition above about 40%;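 further: 0% = vehicle and 100% = reference inhibitor; higher value means more JC-1 retained so stronger ABCB1 efflux block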
# Numbers without * were called inactive; ? = inconclusive; nt = not tested or not shown.
compound	Pf gametocyte	Rac1 mut GTP	Mcl1-Noxa inh	Cdc42 wt	Rac1 wt modul	ABCB1 inh	Rab7 wt GTP bind	ABCG2 block	Rab2A wt mod	Avidin bead fluor	HRas wt GTP
Nn1c(Cc2cccc3ccccc23)nnc1SCc1c(Cl)cccc1Cl	nt	101	13	101	103	1.2	101	2	100	6	102
CCOc1ccc2nc(NC(=O)CSc3nnnn3C3CCCCC3)sc2c1	nt	98	27	101	100	-0.2	102	-1	100	5	101
CCn1c(COc2ccc3c(c2)OCO3)nnc1SCC(=O)O	15	99	9	101	102	0.5	98	1	100	20	101
COc1ccc([C@H]2[C@H](C(=O)C(C)(C)C)N3N=Cc4ccccc4C3[C@]23N=C(c2ccccc2)OC3=O)cc1OC (stereo not given in full)	nt	98	22	100	101	0.2	100	1	101	31	100
O=C(NC(=S)Nc1ncccn1)c1ccccc1Cl	9	99	11	101	101	0.1	100	9	99	13	100
CCN(CC)c1ccc(NC(=O)COc2ccccc2C#N)cc1S(=O)(=O)Nc1ccccc1OC	-16	100	-8	101	104	0.0	103	-1	101	3	101
CC(=O)Nc1ccc(NC(=O)CNS(=O)(=O)c2ccc(C)cc2)cc1	nt	102	1	106	115	0.0	105	4	101	15	104
COCc1cc(S(=O)c2ccc(Cl)cc2)nc(C)n1 (stereo not given)	27	97	-4	98	96	0.8	98	7	101	7	95
CCCC(=O)Nc1ccccc1N1CCN(C(=O)C(C)C)CC1	nt	102	11	107	103	0.1	100	0	103	16	105
C=CCNC(=O)COc1ccc(S(=O)(=O)N2CCCC2)cc1	10	?	16	?	?	0.2	?	4	?	10	?
COc1ccccc1/C=C/CN1CCCC(CCC(=O)NCc2ccc(F)c(F)c2)C1 (stereo not given)	10	97	6	97	98	1.0	105	1	100	10	98
CCOC(=O)C1(Cc2cccc(Cl)c2)CCCN(C(=O)C2CC2)C1 (stereo not given)	-15	97	6	96	99	1.0	104	2	102	3	98
COc1ccc(OCCCC(=O)Nc2cccc(SC)c2)cc1	3	101	10	102	102	0.1	100	4	96	12	99
COc1ccc(Cl)cc1N(CC(=O)N1CCCCC1)S(C)(=O)=O	-7	96	18	99	102	0.2	103	1	99	8	100
CCN(CC)c1ccc(/C=C(/C#N)c2nc3ccccc3[nH]2)c(OC(C)C)c1	nt	99	-12	98	97	16	103	28	103	14	99
Cc1ccc(-c2cc(-c3nnc(SCC(=O)N(C)CCC#N)n3N)c3ccccc3n2)cc1	nt	100	14	104	104	0.2	99	1	99	33	102

# Compounds above that have an aryl thioether with sulfur outside any ring (five):
compound	Pf gametocyte	Rac1 mut GTP	Mcl1-Noxa inh	Cdc42 wt	Rac1 wt modul	ABCB1 inh	Rab7 wt GTP bind	ABCG2 block	Rab2A wt mod	Avidin bead fluor	HRas wt GTP
Nn1c(Cc2cccc3ccccc23)nnc1SCc1c(Cl)cccc1Cl	nt	101	13	101	103	1.2	101	2	100	6	102
CCOc1ccc2nc(NC(=O)CSc3nnnn3C3CCCCC3)sc2c1	nt	98	27	101	100	-0.2	102	-1	100	5	101
CCn1c(COc2ccc3c(c2)OCO3)nnc1SCC(=O)O	15	99	9	101	102	0.5	98	1	100	20	101
COc1ccc(OCCCC(=O)Nc2cccc(SC)c2)cc1	3	101	10	102	102	0.1	100	4	96	12	99
Cc1ccc(-c2cc(-c3nnc(SCC(=O)N(C)CCC#N)n3N)c3ccccc3n2)cc1	nt	100	14	104	104	0.2	99	1	99	33	102

# New compounds follow:
compound	Pf gametocyte	Rac1 mut GTP	Mcl1-Noxa inh	Cdc42 wt	Rac1 wt modul	ABCB1 inh	Rab7 wt GTP bind	ABCG2 block	Rab2A wt mod	Avidin bead fluor	HRas wt GTP
Cc1ccc(NCc2nnc(SCC(N)=O)o2)c(C)c1	-11	96	1	98	100	0.2	107	13	98	13	98
C[n+]1ccc(C(=O)N/N=C/c2ccco2)cc1	7	100	5	104	104	0.1	106	2	101	13	103
COCCNC(=O)C(c1ccc(C)o1)N(Cc1ccc(F)cc1)C(=O)Cn1nnc2ccccc21 (stereo not given)	18	99	15	103	103	2.4	98	8	101	35	101
CC(C)CC(=O)NNC(=S)Nc1ccc(S(N)(=O)=O)cc1	15	94	-11	98	97	0.1	97	-1	96	9	97
O=C(COC(=O)C1(c2cccc(F)c2)CCCC1)NCc1ccc2c(c1)OCO2	nt	101	9	98	100	0.9	101	7	100	16	100
O=C(c1nc2ccccc2s1)N1CCN(c2ccccn2)CC1	nt	90	-6	95	96	0.7	99	5	97	13	98
O=C(Oc1ccc(OC(=O)N2CCCCC2)cc1)c1ccccc1	nt	98	4	101	98	0.1	98	0	100	36	100
COc1ccc(N2CCN(C(=O)c3cc(-c4cccs4)nc4ccccc34)CC2)cc1	2	96	14	95	102	1.8	107	3	98	12	101
CC(Cc1cccs1)NC(=O)c1cccc(Cl)c1 (stereo not given)	-1	100	6	99	101	0.4	98	30	97	4	97
CCn1c(=N)n(CC(=O)C(C)(C)C)c2ccccc21	nt	100	16	107	107	0.1	108	1	106	17	107
Cc1ccc2cc(C(c3nnnn3Cc3ccccc3)N3CCc4ccccc43)c(=O)[nH]c2c1C (stereo not given)	16	101	14	104	103	0.9	103	2	103	7	102
Cc1c(C(=O)Nc2ccc(F)cc2)oc2ccc(S(=O)(=O)N3CCCC3)cc12	nt	98	15	100	100	0.9	99	17	97	6	102
N#CCCn1cc(/C=N/O)c(-c2ccc(Cl)cc2)n1	-4	101	-13	101	104	0.7	100	7	100	11	101
COc1ccccc1NC(=O)c1ccc(CS(=O)(=O)c2ccc(C)cc2)cc1	12	92	10	91	93	1.3	93	8	91	9	92
N#CCCn1cc(CNCc2ccccc2)c(-c2cccc([N+](=O)[O-])c2)n1	nt	97	13	97	99	0.5	106	3	99	7	98
COC(=O)c1oc2c(c1C)C1(CCC2)SCCS1	0	101	-12	102	103	0.6	104	4	104	13	105

# A run of entries of the results above:
compound	Pf gametocyte	Rac1 mut GTP	Mcl1-Noxa inh	Cdc42 wt	Rac1 wt modul	ABCB1 inh	Rab7 wt GTP bind	ABCG2 block	Rab2A wt mod	Avidin bead fluor	HRas wt GTP
Nn1c(Cc2cccc3ccccc23)nnc1SCc1c(Cl)cccc1Cl	nt	101	13	101	103	1.2	101	2	100	6	102
CCOc1ccc2nc(NC(=O)CSc3nnnn3C3CCCCC3)sc2c1	nt	98	27	101	100	-0.2	102	-1	100	5	101

# Continuation.
compound	Pf gametocyte	Rac1 mut GTP	Mcl1-Noxa inh	Cdc42 wt	Rac1 wt modul	ABCB1 inh	Rab7 wt GTP bind	ABCG2 block	Rab2A wt mod	Avidin bead fluor	HRas wt GTP
C(=N\Nc1ccccn1)/c1ccc(N2CCOCC2)cc1	-3	97	6	98	100	-0.1	98	1	99	13	95
CCC(=O)NCCn1ccc2ccccc21	nt	103	22	101	107	-2.1	99	-3	100	8	102
CC(/C=C/c1ccccc1)NC(N)=O (stereo not given)	-10	98	-2	101	99	-0.1	98	0	99	10	98
CC(=O)Nc1ccc(/C=N/N2C(=O)NC(C)(c3ccc(OC(F)F)cc3)C2=O)cc1 (stereo not given)	-3	98	13	99	98	-0.1	103	0	98	8	99
CN1/C(=C\C(=O)c2cccs2)Sc2ccccc21	-5	94	3	93	94	-0.5	97	0	98	21	94
COc1cc(/C=N/NC(=O)CCc2c(C)n[nH]c2C)ccc1O	nt	?	7	?	?	0.2	?	0	?	11	?
Cn1cnc2c1c(=O)n(CC(O)CO)c(=O)n2C (stereo not given)	nt	99	11	103	105	0.8	105	6	101	11	103
O=C1COc2ccc(-c3csc(NCCc4ccccc4)n3)cc2N1	7	95	34	94	98	0.1	92	3	94	12	95
CCCC(=O)Nc1ccc(C(=O)N/N=C2\CC(=O)CC(C)(C)C2)cc1	-4	97	-1	101	102	-0.2	99	-1	98	5	99
O=C(c1cc([N+](=O)[O-])ccc1Cl)N1CCN(c2ccccc2)CC1	6	?	8	?	?	1.0	?	9	?	12	?
O=C(Cn1c(=O)n(Cc2ccc3c(c2)OCO3)c(=O)c2ccccc21)N1CCCc2ccccc21	-9	101	-29	101	104	0.9	102	0	103	5	102
O=S(=O)(c1ccc(F)cc1)c1nc(-c2ccccc2F)oc1N1CCCCC1	nt	93	-2	96	94	1.6	99	6	94	7	96
CCn1c(Cc2c(C)[nH]c3ccccc23)n[nH]c1=S	nt	100	24	100	109	1.1	100	-6	101	8	101
O=C(/C=C/c1ccc2c(c1)OCO2)Nc1nc(-c2ccccc2)cs1	-23	96	32	98	102	-0.7	100	0	96	11	100
O=c1c2ccccc2nc(-c2ccc(Cl)c(Cl)c2)n1O	11	97	-22	100	104	0.5	101	2	102	8	101
Cc1cc(Nc2cc(F)ccc2C)n2ncnc2n1	nt	98	20	97	100	0.1	95	3	99	8	100
O=C(Nc1ccc([N+](=O)[O-])c(NC(=O)C2CCCO2)c1)C1CCCO1 (stereo not given)	nt	103	22	102	107	1.1	99	7	98	1	101
CCOC(=O)C1(CC)CC(CSc2nc3ccccc3[nH]2)OC1=O (stereo not given)	nt	103	5	107	105	1.7	102	9	104	40	106
CCOc1nc(Oc2cccc(C(=O)O)c2)nc(Oc2cccc(C(=O)O)c2)n1	0	95	11	101	98	1.5	100	3	103	21	103
O=C1N/C(=C\c2ccccc2)c2ccccc21	32	98	-15	100	109	0.3	102	2	102	16	103
COc1ccc(C(=O)N2CCC(C(=O)NCc3ccccn3)CC2)cc1	nt	99	-6	101	102	0.0	102	-10	100	4	99
Cc1occc1C(=O)Nc1ccc(S(=O)(=O)N2CCCC2)cc1	19	102	-1	102	107	0.1	100	6	105	11	102
CC(CN1c2ccccc2Sc2ccccc21)N(C)C (stereo not given)	nt	95	6	98	98	0.1	93	1	95	11	97
CCOC(=O)c1c(NC(=O)CNCCOC)sc2c1CCCC2	4	95	-1	95	99	0.8	93	3	99	23	96
Cc1cc(C)cc(NC(=O)c2cc(Cl)sc2Cl)c1	nt	98	-21	100	101	-0.4	99	0	103	13	98

# Ordered by the number under Rac1 wt modul (ascending): some entries from above
compound,Rac1 mut GTP,Mcl1-Noxa inh,Cdc42 wt,Rac1 wt modul,Rab7 wt GTP bind,ABCG2 block,Rab2A wt mod,Avidin bead fluor,HRas wt GTP
CCOc1nc(Oc2cccc(C(=O)O)c2)nc(Oc2cccc(C(=O)O)c2)n1,95,11,101,98,100,3,103,21,103
Cc1occc1C(=O)Nc1ccc(S(=O)(=O)N2CCCC2)cc1,102,-1,102,107,100,6,105,11,102
O=C1N/C(=C\c2ccccc2)c2ccccc21,98,-15,100,109,102,2,102,16,103

# Compound activity: PubChem, several laboratories

# Random draw from the library. Share with any hit: about 2.3%.
